MCF10A rerep = inducers of DNA re-replication in MCF 10A breast cells; MCF 10A DNA re-replication, Hoechst nuclear intensity, 48 h; Potency, µM (highest dose often 46.1 µM), for the others: top-dose activity, positive = re-replication, actives largely listed as activators; actives 2.9% (n = 350,000); also: potency is read from the fitted curve at half-maximal effect; % of control where 0% means no effect; nearly all actives have a fitted effect of over 50% in size
HT1080 IDH1KD tx = HT-1080 IDH1 knockdown cell toxicity (counter line); HT-1080 IDH1 knockdown viability, ATP luminescence, 48 h; Potency, µM (doses to about 46.1 µM), inactives show at the top dose activity, negative = toxicity, hits mostly cytotoxic; actives 2% (n = 360,000);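 also: potency is read from the fitted curve at half-maximal effect; 0% = DMSO wells and -100% = cell-free medium wells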
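CellTiter-Glo luminescence after 48 h compound exposure at 37 degrees C of IDH1-knockdown HT-1080 cells in 5% FBS RPMI. %Activity scaled between DMSO wells and cell-free media wells, with curves fitted and assigned curve classes.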
IL-1B inflam inh = inhibitors of inflammasome signaling (IL-1 beta secretion) | actives 4.7% (n = 360,000) | THP-1 LPS/ATP IL-1B secretion, AlphaLISA, 16 h; stronger effect = lower value | activity change, % at 57.5 µM | AID 743279; in the data active = activity change below about -50%; inconclusive = mostly about -30% to -49%; also: % is scaled to controls: 0 for no effect and ±100 for the full control effect
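Secreted IL-1B measured by AlphaLISA bead assay after 16 h compound exposure of THP-1 cells; compounds (final up to 57.5 uM) added 1 h before LPS (250 ng/mL) and ATP (1.25 mM) stimulation; lower signal means less secretion.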
SW480 rereplic = inducers of DNA re-replication in SW480 colon cancer cells | actives 1.8% (n = 340,000) | Potency, µM (series often up to 46.1 µM), inactives show at the highest dose re-replication activation, usual class: activators | SW480 DNA re-replication, Hoechst DNA content imaging, 48 h; also: potency is read from the fitted curve at half-maximal effect; % of control where 0% means no effect; nearly all actives have a fitted effect of over 55% in size
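250 cells/well; 23 nL cpd via pin tool; 48 hr, 37 C, 5% CO2; Hoechst 40 min; imager read of total nuclear intensity, ex 405/em 500-530 nm.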
ATXN2 expr inh = ATXN2 expression inhibition | actives 0.72% (n = 360,000) | HEK-293 ATXN2-luciferase reporter, luminescence, 24 h | Potency, µM (highest dose often 57 µM), inactives show at the top dose activity change, negative = inhibition, actives largely listed as inhibitors | AID 1745845; also: potency is read from the fitted curve at half-maximal effect; % is scaled to controls: 0 for no effect and ±100 for the full control effect; nearly all actives have a fitted effect of over 55% in size
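qHTS (up to 57 uM final) was run with 24 h compound exposure of reporter cells at 37 °C. Each well was multiplexed: SteadyGlo luminescence measured ATXN2-luciferase expression after a fluorogenic Gly-Phe-AFC viability readout (25 uM final).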
KB-3-1 cytotox = KB-3-1 parental cell cytotoxicity. AID 1347075. actives 1.4% (n = 400,000). Potency, µM (doses to about 46.1 µM), without a hit: at the highest dose activity change, negative = cytotoxic, actives largely listed as cytotoxic. KB-3-1 viability, CellTiter-Glo ATP luminescence, 72 h; also: potency is read from the fitted curve at half-maximal effect; % is scaled to controls: 0 for no effect and ±100 for the full control effect; nearly all actives have a fitted effect of over 60% in size
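Here the drug-naive KB-3-1 line serves as comparator for MDR sub-line selectivity; cells received compound titrations, 72 h at 37 °C, then CellTiter-Glo readout.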
HT1080-NT tox = kills 2HG-producing HT-1080-NT fibrosarcoma cells; HT-1080-NT fibrosarcoma viability, CellTiter-Glo ATP luminescence, 48 h; Potency, µM (titrated, usually from 46.1 µM), for inactives: at the highest dose activity, negative = less viability, actives largely listed as cytotoxic; actives 1.6% (n = 360,000); AID 686970;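 also: NT is the 2HG producing partner of a matched IDH1 knockdown line; potency is read from the fitted curve at half-maximal effect; 0% = DMSO-treated cells and -100% = media-only wells without cells; nearly all actives have a fitted effect of over 55% in size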
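A 48-hour cytotoxicity screen used HT-1080-NT cells plated 2 hours before compound delivery. ATP-based CellTiter-Glo luminescence measured viability, normalized to DMSO and no-cell controls.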
KB-V1 MDR tox = kills drug-selected multidrug resistant KB-V1 cells | actives 3.4% (n = 400,000) | KB-V1 MDR cells viability, CellTiter-Glo, 72 h | Potency, µM (top dose mostly 46.1 µM), for inactives: top-dose activity change, negative = cytotoxicity, most hits filed as cytotoxic | AID 1347076; also: potency is read from the fitted curve at half-maximal effect; % is scaled to controls: 0 for no effect and ±100 for the full control effect; nearly all actives have a fitted effect of over 60% in size
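Cells of the MDR subline KB-V1 are plated, dosed with compound at multiple concentrations, and incubated 72 h at 37 degrees C; CellTiter-Glo is then added and luminescence read after 10 min.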
S2 tox = reduces viability in counter-screen for ATXN expression inhibitors; S2 cells (HEK-293 line with an ATXN2-luciferase reporter) viability, CellTiter-Fluor protease fluorescence, 24 h; Potency, µM (top dose mostly 56.7 µM), actives largely listed as cytotoxic; actives 0.49% (n = 400,000); AID 651635; also: potency is read from the fitted curve at half-maximal effect; nearly all actives have a fitted effect of over 40% in size
Numbers without * were called inactive; i = inactive; ? = inconclusive; . = no result given; [ ] = remark or other dose. Unless noted, calls follow the shape of the dose curve; as a rule, active = well fitted curve in the direction sought with a large enough effect; inconclusive = small, poorly fitted or top-dose-only effect, or another doubt; inactive = no such curve, though single readings can be large; an effect the other way counts as inactive or inconclusive.

structure	MCF10A rerep	HT1080 IDH1KD tx	IL-1B inflam inh	SW480 rereplic	ATXN2 expr inh	KB-3-1 cytotox	HT1080-NT tox	KB-V1 MDR tox	S2 tox
O=C1c2ccccc2[C@@H]2C[C@@H](O)[C@H](Nc3ccccc3)CCN12	5%	1%	40	-10%	4%	0%	1%	-3%	i
COCCCNC(=O)Cn1nc(-c2ccc(C)cc2)ccc1=O	19%	4%	0	-10%	4%	0%	-1%	10%	i
CN1CCCC(OC(=O)CCCCC(=O)OC2CCCN(C)C2)C1 (stereo not given)	-1%	-3%	-17	-6%	2%	12%	-6%	-26%	i
CC(CC(=O)Nc1ccc2c(c1)OCO2)c1ccccc1 (stereo not given)	1%	-8%	-3	15%	14%	14%	-1%	1%	i
Cc1ccnc(NC(=O)c2ccc(OCc3c(C)noc3C)cc2)c1	2%	1%	3	-6%	23%	-5%	-8%	?	i
O=C(Cn1nnc(-c2ccccc2)n1)OCc1csc(-c2ccccc2)n1	-14%	7%	83	-2%	28%	0%	4%	6%	i
CCCOC(=O)CC1C(=O)NCCN1Cc1cc(OC)cc(OC)c1 (stereo not given)	1%	6%	8	-2%	2%	18%	4%	-19%	?
CC(=O)N(C)c1ccc(N=C2C(=O)Nc3ccccc32)cc1	-1%	0%	-2	5%	4%	-27%	13%	-1%	i
O=C1NCC(COc2ccc([N+](=O)[O-])cc2)O1 (stereo not given)	-1%	6%	0	21%	6%	-18%	6%	-21%	i
COCCOC1CCN(C(=O)c2ccc(OC)c(OC3CCN(C(C)C)CC3)c2)CC1	0%	6%	10	-9%	5%	0%	1%	15%	i
Cc1ccc(S(=O)(=O)N/N=C(\c2ccccc2)C2CC2)cc1	-1%	0%	26	1%	-15%	-7%	-10%	-12%	i
CCOc1ccc(CC(=O)N/N=C/c2cccnc2)cc1	-20%	14%	2	-5%	-8%	0%	13%	14%	i
Cc1c(NC(=O)c2noc(C(C)C)c2[N+](=O)[O-])c(=O)n(-c2ccccc2)n1C	1%	14%	23	-7%	-1%	20%	6%	-10%	i
CCOc1ccc(OCC)c(NC(=O)C2C3C=CC(O3)C2C(=O)NCc2ccco2)c1 (stereo not given)	0%	10%	1	1%	0%	6%	11%	-9%	i
CCCOc1ccc(C(=O)NNC(=S)NC(=O)c2cc(-c3ccc(Cl)cc3)nc3ccccc23)cc1	?	?	15	14%	-7%	6%	?	-31%	?
CC(C)CCn1cnc2c1c(=O)n(CC(=O)NC(N)=O)c(=O)n2Cc1ccccc1	5%	9%	-1	-3%	2%	13%	?	-10%	i
O=C(Nc1c(C(=O)Nc2ccc(F)cc2)oc2ccccc12)c1ccccc1F	.	.	.	.	1%	-4%	.	-4%	i
Cc1ccc(C)c(NC(=O)C(Sc2nc3ccc(C)cc3[nH]2)c2ccccc2)c1 (stereo not given)	21µM*	?	-18	?	-38%	-17%	?	-21%	i
C/C(CC(=O)Nc1ccc(C)c(Cl)c1)=N\NC(=O)Cc1cccs1	6%	-21%	-6	-3%	0%	11%	-8%	0%	i
O=C(CC1(O)C(=O)Nc2ccccc21)c1ccccc1O (stereo not given)	7%	17%	41	-2%	-3%	6%	27%	17%	?
O=C1CCCC2=C1C(c1cccc(O)c1)C1=C(N2)c2ccccc2C1=O (stereo not given)	-24%	-8%	12	-43%[inhibitor][1.84 µM]	2%	1%	3%	3%	?
CC(C)C[C@H](NC(=O)c1[nH]cnc1C(=O)N[C@@H](Cc1ccccc1)C(=O)OC(C)(C)C)C(=O)OC(C)(C)C	?	?	-50*	20%	?	?	?	-10%	.
O=C(COc1ccccc1F)N1CCN(S(=O)(=O)/C=C/c2ccccc2)CC1	9%	15%	-7	-87%[inhibitor]	6%	-4%	10%	15µM*	i
O=C(NCc1ccc(Cl)cc1)c1cccnc1	-1%	-1%	5	-20%	-2%	11%	4%	6%	i
CC1(C)CC(=O)C=C(Nc2cccc(F)c2)C1	0%	8%	26	6%	-21%	18%	23%	0%	i

Looked up above.
CC(CC(=O)Nc1ccc2c(c1)OCO2)c1ccccc1 (stereo not given) in SW480 rereplic has 15%
O=C(Nc1c(C(=O)Nc2ccc(F)cc2)oc2ccccc12)c1ccccc1F in KB-3-1 cytotox has -4%

The list goes on.
structure	MCF10A rerep	HT1080 IDH1KD tx	IL-1B inflam inh	SW480 rereplic	ATXN2 expr inh	KB-3-1 cytotox	HT1080-NT tox	KB-V1 MDR tox	S2 tox
CCOC(=O)N1CCN(c2c(N3CCC(N4CCCCC4)CC3)c(=O)c2=O)CC1	6%	-7%	-15	10%	-5%	-15%	-4%	10%	i
Cc1ccc(NCC(=O)Nc2cccc(S(=O)(=O)N(C)C)c2)cc1S(=O)(=O)N1CCCCCC1	12%	?	?	1%	-28%	?	-19%	?	?
O=C(CCC(=O)N(c1cccc(F)c1)C(C(=O)NC1CCCC1)c1ccncc1)Nc1cccnc1 (stereo not given)	1%	3%	-23	-8%	-18%	11%	3%	-3%	?
Cc1cc(C)cc(OCC(=O)Nc2nc(-c3ccccn3)cs2)c1	?	?	94	-505%[inhibitor]	-27%	?	?	?	i
Cc1ccccc1-n1nc2c(c1NC(=O)COc1ccc(Cl)cc1)CS(=O)C2 (stereo not given)	-1%	2%	17	0%	-6%	-3%	10%	20%	i
CCc1nnc(NC(=O)CCC(=O)N2CCN(Cc3cc(F)ccc3OC)CC2)s1	-4%	6%	0	-2%	2%	17%	8%	2%	i
Cc1onc(-c2ccccc2)c1C(=O)N1CCN(Cc2ccc3c(c2)OCO3)CC1	3%	5%	10	-1%	.	-2%	-5%	-1%	i
COc1ccc(C)cc1NC(=O)COC(=O)c1ccc2c(c1)OCO2	10%	-3%	-5	-6%	.	-6%	-6%	-6%	i
O=C(O)c1cc([N+](=O)[O-])ccc1N1CCC(Cc2ccccc2)CC1	-6%	10%	23	-44%[inhibitor]	4%	7%	12%	18%	i
CCN(CC)CCCNC(=O)c1cn(CC)c2ccc(S(=O)(=O)N3CCC(C)CC3)cc2c1=O	.	.	.	.	-12%	11%	.	8%	i
CCN(CC)CCCNC(=O)c1cc(Cl)c(NC(=O)C2=C(C)OCCS2)cc1OC	12%	?	-10	15%	-9%	-3%	-24%	-1%	i
NC(=O)C1CCN(C(=O)NC(=O)c2ccccc2)CC1	-2%	11%	12	2%	-2%	0%	-1%	?	i
Cc1cc(=O)n2[nH]c(-c3ccccc3Cl)cc2n1	-3%	2%	-6	-2%	25%	-5%	-2%	-14%	i
Cc1ccc(Cn2c(=O)n(CCc3ccc(Cl)cc3)c(=O)c3ccccc32)cc1	.	.	.	.	-6%	16%	.	0%	i
O=C(NCCC(=O)N1CCC2(CC1)NCCc1[nH]cnc12)c1ccc(F)c(F)c1	8%	-2%	5	2%	.	1%	-1%	?	i
CC(C)c1cc(C(F)(F)F)n2nc(C(=O)O)cc2n1	-9%	7%	-1	-10%	2%	-16%	18%	10%	i
CCc1ccc(NC(=O)CSc2nc3ccccc3nc2N2CCCC2)cc1	?	-11%	22	3%	3%	-14%	4%	0%	?
Cc1ccc(C(=O)CSc2nc(-c3ccccc3)nc3c2CCCC3)cc1C	.	.	.	.	13%	10%	.	-9%	i
Cc1cccc2cc(COC(=O)c3cccnc3)c(=O)[nH]c12	0%	4%[9.24 µM]	0	-7%	-9%	-10%	?	4%	?
CC(C)Sc1nc(N2CCOCC2)c2c(c1C#N)CC(C)(C)N(C)C2	?	-5%	10	?	-9%	-2%	0%	-30%	i
COc1ccc(/C=C/C(=O)c2ccccc2)cc1Cn1nnc2ccccc21	12µM*	?	-99*	?	?	-10%	?	21µM*	.
Cn1c(N)c(C(=O)Nc2ccccc2F)sc1=S	-2%	12%	26	-6%	.	0%	14%	10%	i
COc1ccc(Nc2nc(N)c([N+](=O)[O-])c(N3CCOCC3)n2)cc1	7%	-1%	?	?	.	-6%	3%	-5%	i
NC(=O)NC(=O)CC1S/C(=N/N=C2/NC(=O)CS2)NC1=O (stereo not given)	0%	-3%	-15	-6%	-15%	-3%	8%	3%	i
COc1ccc(Cl)cc1C(=O)Nc1ccc2c(c1)OCCO2	-4%	-2%	?	-10%	29%	-14%	2%	-7%	?
COC(=O)c1ccc(NC(=O)CN(C2CCCCC2)S(C)(=O)=O)cc1	3%	-5%	3	-3%	-11%	?	-13%	0%	i
CC(=O)c1cccc(NC(=O)COC(=O)c2n[nH]c3ccccc23)c1	-3%	10%	23	1%	8%	20%	?	-9%	i
Cc1ccc(Nc2nc3ccccc3nc2Nc2c(C)n(C)n(-c3ccccc3)c2=O)cc1	1.8µM*	14%	14	-4%	3%	-24%	14%	?	i
O=C1CCCN1CCCNc1ncnc2c1[nH]c1ccc(Cl)cc12	5%	?	?	-1%[9.22 µM]	-2%	-3%	-11%	0%	i
COc1ccccc1OCc1ccc(C(=O)NCC2CCCO2)cc1 (stereo not given)	-3%	4%	-4	6%	1%	2%	6%	?	i
c1cc2c(cc1CN1CCN(C3CCCCCC3)CC1)OCO2	-7%	-4%	2	-10%	-7%	-1%	-1%	-10%	i
NC(=O)C1CC(=O)N(c2ccc(OCc3c(F)cccc3Cl)cc2)C1 (stereo not given)	-3%	10%	-8	-3%	-8%	21%	6%	-14%	i
COCCn1cnnc1SCC(=O)Nc1ccccc1C(=O)Nc1ccc2c(c1)OCO2	1%	8%	11	-12%	30%[activator]	6%	0%	1%	i
COc1ccc(NC(=O)COC(=O)/C=C/c2cccs2)c(OC)c1	-8%	4%	-9	1%	.	4%	0%	-10%	i

Compound activity from PubChem BioAssay.
